# TcdB inh = blocks C. difficile toxin B glycohydrolase activity. hit rate 0.24% among 350,000. inhibition, % at 9.99 µM. P18177. TcdB glycohydrolase enzymatic assay, plate reader; in the data active = inhibition above about 10%
# Y pestis TopoI = Y. pestis Topo-I inhibition via cleavage products. Y. pestis Topo-I cleavage product accumulation, plate reader. activity, % at 10 µM. hit rate 0.064% among 360,000; in the data active = activity above about 50%, passing the limit was not always enough; note: inactives centre near 2
# CCHFV vOTU inh = blocks the CCHF virus ovarian tumor domain protease; CCHFV vOTU protease, Pep-AMC fluorescence; inhibition, % at 11.5 µM; hit rate 0.55% among 370,000; in the data active = inhibition above about 30%; note: 0% = vehicle wells with enzyme and 100% = no enzyme wells
# Rv3671c protease = inhibitors of M. tuberculosis serine protease Rv3671c; P9WHR9; inhibition, % at 5.96 µM; hit rate 0.048% among 320,000; in the data active = inhibition above about 38%;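 note: extracellular domain of Rv3671c used as enzyme; 0% = enzyme with DMSO and 100% = no enzyme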
# Target sequence (P9WHR9 whole entry, looked up, the tested form may be a part): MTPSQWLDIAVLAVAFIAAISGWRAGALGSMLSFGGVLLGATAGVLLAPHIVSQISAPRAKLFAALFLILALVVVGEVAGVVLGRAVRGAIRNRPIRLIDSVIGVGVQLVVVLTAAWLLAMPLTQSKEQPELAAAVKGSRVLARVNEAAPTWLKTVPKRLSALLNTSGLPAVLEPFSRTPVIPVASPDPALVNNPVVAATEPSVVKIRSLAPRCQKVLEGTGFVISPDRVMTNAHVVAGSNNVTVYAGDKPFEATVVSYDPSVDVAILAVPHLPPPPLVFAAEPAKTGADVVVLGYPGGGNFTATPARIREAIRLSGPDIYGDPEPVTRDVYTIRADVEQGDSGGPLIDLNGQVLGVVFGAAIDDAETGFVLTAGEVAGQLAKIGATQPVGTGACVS
# SSB-PriA inh = inhibitors of Klebsiella pneumoniae PriA binding to SSB C-terminal tail; AlphaScreen SSBct-PriA binding, biotinylated peptide; AID 1272365; hit rate 0.6% among 430,000; inhibition, % at 33 µM; in the data active = inhibition mostly above about 37%, no sharp cut-off; inactive = mostly below about 20%;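 note: plate controls were negative control peptide for no effect and reference peptide for full effect; strong numbers were not always called active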
# PrPC TRFRET = inhibitors of human cell surface prion protein PrPC; P04156; TR-FRET read-out; inhibition, % at 13.8 µM; hit rate 0.43% among 370,000; in the data active = inhibition above about 24%; note: 0% = median of the test wells and 100% = reference compound wells
# 3CLpro inhibitor = SARS-CoV 3CLpro protease inhibition; P0C6X7; recombinant SARS-CoV 3CLpro, quenched FRET peptide cleavage; inhibition, % at 6 µM; hit rate 0.14% among 290,000; AID 1706; in the data active = inhibition above about 12%
# Vc quorum ag = quorum light induction in luxS cqsA deficient V. cholerae; V. cholerae BH1578 lux reporter, luminescence, 6 h; activation, % at 18.7 µM; hit rate 0.16% among 350,000; AID 588436; in the data active = activation mostly above about 9.7%, no sharp cut-off; note: not every result past the cut was called active; inactives centre near 0; reference of the scale not given here
# MazF activator = MazEF (E. coli) toxin RNase activation; activation, % at 20 µM; FAM/BHQ RNA-DNA oligo cleavage fluorescence, 5 h; AID 504720; hit rate 0.32% among 350,000; P0AE70; in the data active = activation above about 50%
# Target sequence (P0AE70 whole entry, looked up): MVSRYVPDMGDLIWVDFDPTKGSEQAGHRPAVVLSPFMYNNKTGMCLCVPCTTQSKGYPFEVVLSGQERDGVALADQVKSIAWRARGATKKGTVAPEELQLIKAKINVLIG
# DUSP3 inh = blocks human VHR1 dual specificity phosphatase; hit rate 0.52% among 290,000; P51452; AID 1654; inhibition, % at 13.3 µM; recombinant VHR phosphatase, pNPP absorbance; in the data active = inhibition above about 50%; note: some compounds called inactive have numbers as strong as hits
# Target sequence (P51452 whole entry, looked up): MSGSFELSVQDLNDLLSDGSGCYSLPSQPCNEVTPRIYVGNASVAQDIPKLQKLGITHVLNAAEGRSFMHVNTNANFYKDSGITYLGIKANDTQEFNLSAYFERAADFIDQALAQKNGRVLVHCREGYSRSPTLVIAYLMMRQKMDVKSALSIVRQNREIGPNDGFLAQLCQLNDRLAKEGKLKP
# * marks the source's active call; other numbers are inactive results; i = inactive; . = no result given. An excerpt; rates above refer to the full screens.
Molecule	TcdB inh	Y pestis TopoI	CCHFV vOTU inh	Rv3671c protease	SSB-PriA inh	PrPC TRFRET	3CLpro inhibitor	Vc quorum ag	MazF activator	DUSP3 inh
CC(=O)NCCN=C(C)c1sc2ccccc2c1O	.	3	3	-9	4	-8	2	-2.2	-1	2
CC1(C)Cc2c(sc(NC(=O)COc3ccc(Cl)cc3)c2C#N)C(C)(C)N1	.	-11	.	-13	-1	.	-12	-0.6	12	8
CCN(CC)C1CCN(Cc2cn[nH]c2-c2ccc(OC)c(F)c2)C1 (stereo unspecified)	1.4	-7	-10	2	-3	-4	2	i	-6	35
O=C(CCCN1C(=O)c2ccccc2C1=O)NCCCn1ccnc1	1.1	-9	-4	6	-10	-2	4	0.3	5	5
COc1ccc(CN2CCN(Cc3ccco3)CC2)cc1OC	0.6	-3	-5	2	12	-7	7	i	5	0
COc1ccccc1C(c1c(N)n(C)c(=O)n(C)c1=O)C(C)[N+](=O)[O-] (stereo unspecified)	2.0	-5	-10	-9	-2	3	3	0.9	-1	-7
O=C(NCCc1nc2ccccc2[nH]1)/C(=C/c1ccco1)NC(=O)c1ccc(Br)o1	-1.0	0	1	2	-12	-12	2	-0.3	11	-10
O=C(CCC1CCCN(Cc2cccc3c2OCO3)C1)NCc1ccc(F)c(F)c1 (stereo unspecified)	-0.3	-8	4	3	-6	-13	0	i	0	28
O=C(NCC(c1ccco1)N1CCc2ccccc2C1)C(=O)Nc1ccccc1 (stereo unspecified)	-0.1	20	-9	0	-5	2	.	i	-8	.
O=C(CCc1nc2ccccc2s1)OCC(=O)c1ccccc1	0.9	30	-12	3	-5	-4	1	-0.4	3	3
Cc1ccccc1C(=O)NCC(=O)N1CCN(c2ccccn2)CC1	1.2	1	2	-2	-6	-4	.	-5.6	6	.
O=C(Nc1nnc(C(F)(F)F)s1)c1cccnc1	.	1	7	2	-6	4	0	i	-2	4
COc1cc(C(=O)NCC(c2ccccc2)N(C)C)ccc1OCc1c(C)noc1C (stereo unspecified)	0.4	2	-8	-14	-19	-9	.	-0.9	2	.
CCOC(=O)c1cccc(NC(=O)C2CCCN(c3nnc(N4CCCC4=O)s3)C2)c1 (stereo unspecified)	1.3	20	-2	-1	-13	1	3	-0.2	-7	2
O=C(c1sc2cc(F)ccc2c1Cl)N1CCN(c2cccc(Cl)c2)CC1	-0.6	-2	-15	-17	-7	-3	1	-0.2	-3	22

# Reprinted at random: five entries already listed, in no set order.
Molecule	TcdB inh	Y pestis TopoI	CCHFV vOTU inh	Rv3671c protease	SSB-PriA inh	PrPC TRFRET	3CLpro inhibitor	Vc quorum ag	MazF activator	DUSP3 inh
CCOC(=O)c1cccc(NC(=O)C2CCCN(c3nnc(N4CCCC4=O)s3)C2)c1 (stereo unspecified)	1.3	20	-2	-1	-13	1	3	-0.2	-7	2
O=C(NCC(c1ccco1)N1CCc2ccccc2C1)C(=O)Nc1ccccc1 (stereo unspecified)	-0.1	20	-9	0	-5	2	.	i	-8	.
O=C(CCCN1C(=O)c2ccccc2C1=O)NCCCn1ccnc1	1.1	-9	-4	6	-10	-2	4	0.3	5	5
O=C(NCCc1nc2ccccc2[nH]1)/C(=C/c1ccco1)NC(=O)c1ccc(Br)o1	-1.0	0	1	2	-12	-12	2	-0.3	11	-10
O=C(c1sc2cc(F)ccc2c1Cl)N1CCN(c2cccc(Cl)c2)CC1	-0.6	-2	-15	-17	-7	-3	1	-0.2	-3	22

# Remaining list, next part.
Molecule	TcdB inh	Y pestis TopoI	CCHFV vOTU inh	Rv3671c protease	SSB-PriA inh	PrPC TRFRET	3CLpro inhibitor	Vc quorum ag	MazF activator	DUSP3 inh
COc1ccc(OC)c(S(=O)(=O)NCC(c2cccs2)N2CCc3ccccc3C2)c1 (stereo unspecified)	0.4	0	-14	-1	3	7	.	i	1	.
Cc1cccc(N(C)S(=O)(=O)c2ccc3[nH]cc(C(=O)N4CCOCC4)c(=O)c3c2)c1	.	-4	-4	3	-17	7	-6	-0.6	1	35
CN(C)c1ccc(C(=S)N2CCN(C(=S)Nc3ccc(Cl)cc3)CC2)cc1	17*	3	-2	-1	4	0	4	0.5	4	22
C#CC1(NC(=S)Nc2cccc(OC)c2)CCCCC1	-9.8	5	-3	.	.	18	.	-3.1	12	.
Cc1cccc(CCNCc2cc3ccc(C)cc3[nH]c2=O)c1	0.7	2	-4	0	3	-4	-3	i	2	18
CC(=O)c1ccc(N2CCN(C(=O)c3ccc(NC4=NC5CS(=O)(=O)CC5S4)cc3)CC2)cc1 (stereo unspecified)	0.8	-2	4	-1	-16	3	0	i	-1	13
Cc1ccc(Cn2c(CCCO)nc3ccccc32)cc1	1.2	12	-4	-1	9	-4	3	-0.6	9	1
CCCCNC(=O)c1ccc2nc(CC)c(N(CC)CCOC)n2c1	1.6	-8	2	.	.	7	.	i	.	.
NC(=O)CC(NSc1ccccc1[N+](=O)[O-])C(=O)O (stereo unspecified)	0.0	1	5	-2	-6	-4	2	-0.6	0	3
O=C(NC1CCCC1)C(c1ccccc1)N(Cc1ccc2c(c1)OCO2)C(=O)Cc1cccs1 (stereo unspecified)	.	-5	21	-9	-10	5	1	i	0	13
COc1cccc(NC(=O)COC(=O)c2ccccc2C(=O)N(C)c2ccccc2)c1	-0.1	7	0	2	3	2	.	i	3	.
CCC(C(=O)NC(C)(C)C)N(Cc1ccco1)C(=O)Cn1nnc(-c2ccc(F)cc2)n1 (stereo unspecified)	1.8	15	2	-4	2	3	2	-1.4	9	26
CC(CCc1ccccc1)N1CCN(C)CC1 (stereo unspecified)	-4.0	6	-1	2	-6	8	0	i	-1	-8
CC(=O)CSc1nnc(CSc2ncccn2)n1C1CCCCC1	.	6	-8	4	-15	-5	2	-2.2	0	3
CCC(C)(C)NC(=O)CN(C(=O)c1ccc(N2CCCC2)nc1)c1ccc(F)cc1	0.5	-2	11	-1	-11	-5	8	-0.3	5	16
Cc1nn(CCCC(=O)Nc2cccnc2)c(C)c1[N+](=O)[O-]	-2.2	2	-4	8	-6	3	1	-0.2	-2	14
CCCCN1C(=O)N(C)C2NC(=O)NC21 (stereo unspecified)	.	-1	17	2	-12	-1	4	.	0	28
O=C(COc1ccc(Br)cc1Cl)NC(=O)NC1CCCC1	-0.9	10	6	-8	7	2	.	-3.4	-6	.
Cc1cc(C)n2cc(CSc3nnnn3-c3ccc(Cl)cc3)nc2n1	.	5	3	-5	0	-2	0	-0.4	6	14
O=S(=O)(NCc1cn2ccccc2n1)c1ccccc1F	-1.3	-5	5	-2	-3	-7	-2	-0.1	1	9
O=C(NCC1CCCO1)c1nnc(Cc2ccc(F)cc2)o1 (stereo unspecified)	-6.1	-2	0	-5	-6	6	3	0.2	14	11
CC1=CC(C)(C)NC(=S)N1c1cccc2cc(S(=O)(=O)O)ccc12	1.2	3	21	-5	2	4	1	i	2	34
CCOC(=O)C1CCN(C(=O)C2c3ccccc3C(=O)N(C)C2c2ccc(OC)cc2)CC1 (stereo unspecified)	.	10	-2	-2	-4	6	-11	17*	5	2
Cc1cccc(OCC(=O)Nc2nnc(S(=O)(=O)N3CCCCCC3)s2)c1	0.1	2	2	-1	2	-3	5	-0.2	0	6
CC1CCN(c2ccc(C(=O)O)cc2NS(=O)(=O)c2ccc(Br)cc2)CC1	.	6	-2	0	16	-3	5	-0.2	2	-8
CNC(=O)Nc1ccc2nc(C)oc2c1	1.9	3	-6	8	0	2	2	-0.6	2	4
COc1ccccc1-c1cnc(C(O)c2ccc(C)c(F)c2)[nH]1 (stereo unspecified)	1.5	8	11	.	.	0	.	-0.4	.	.
Cc1cc(=O)oc2c3c(cc(OCC(=O)NCC(=O)N[C@H](C(=O)O)C(C)C)c12)OC(C)(C)CC3	0.5	3	-275	-4	-1	5	-7	-0.7	-1	66
Cc1[nH]n(-c2ccccc2)c(=O)c1/C=C1/C=c2ccccc2=N1	0.9	7	11	.	.	-6	3	i	9	-2
Cc1ccc(C(=O)CC(C(=O)O)c2cn(CCC#N)c3ccccc23)cc1 (stereo unspecified)	-1.2	4	15	3	-7	-6	-1	-0.2	10	5
CCOC(=O)N1CCN(C(=O)c2cn(CCOC)c(=O)c3c2c2ccccc2n3C)CC1	.	19	-47	-3	-11	1	-5	-0.1	-1	18
COc1ccc(OCCC(=O)OCC(=O)Nc2cccc(S(=O)(=O)N3CCOCC3)c2)cc1	1.5	-8	0	4	5	4	0	-0.5	-17	22
O=C(O)CC1(CC(=O)N2CCOCC2)CCCC1	-0.2	0	1	2	-4	-1	-2	-0.5	3	20
Cc1onc(-c2ccccc2Cl)c1C(=O)Nc1ccc(N2CCOCC2)cc1	.	-1	18	8	0	5	0	0.1	-2	8
Cc1ccc(S(=O)(=O)N2CCCCC2)cc1NC(=O)c1ccc(Cl)nc1	-0.1	11	8	-4	-16	4	.	i	6	.
COc1ccc(-c2csc(C3=C(O)CN(Cc4ccc(S(N)(=O)=O)cc4)C3=N)n2)cc1OC	.	-8	-7	6	-13	0	2	-1.4	2	13
NC(=O)c1ccc(NC(=O)C2COc3ccccc3O2)cc1 (stereo unspecified)	-0.1	0	5	-5	-17	0	0	-0.3	-5	-16
Cc1cccc(C)c1NC(=O)N1CC=CCC1	0.3	-2	9	.	-20	0	4	i	10	-16
COc1cccc(CNC(=O)Cc2ccc(-c3ccccc3)cc2)c1	-0.2	25	1	-1	0	7	1	-0.3	-19	16
CC(C)N=C1NN=C(c2cccs2)CS1	0.8	4	11	-8	12	-5	0	-0.4	13	11
Cc1ccccc1C(=O)NNC(=O)c1ccc2nc[nH]c2c1	-0.4	1	0	-2	-6	-3	.	-1.9	3	.
O=C(NC1CCN(C(=O)c2cccs2)CC1)c1ccccc1	0.5	3	3	0	2	6	1	0.9	10	12
CCCC(CCC)=NNC(=O)c1ccccc1F	1.1	1	-4	8	-9	4	5	-0.4	-15	-37
CC(CN1C(C)CCCC1C)OC(=O)c1cccc(F)c1 (stereo unspecified)	-3.5	9	7	9	-17	-7	-3	i	-2	-10
CC1Cc2ccccc2N1C(=O)COc1nc2ccccc2nc1N1CCOCC1 (stereo unspecified)	.	-4	7	5	-6	-5	0	i	-1	7
CN1CCN(c2ccc(NC(=O)c3ccc(-c4ccc(Br)cc4)o3)cc2)CC1	1.3	5	8	27	21	-24	-7	-0.5	-16	1
C/C(=N\O)C(=O)NCCN1CCCCC1	0.7	4	1	-3	.	-3	5	1.7	-2	14
CSc1nncn1/N=C/c1ccc2c(c1)OCO2	.	3	-3	-9	.	1	-2	-1.0	-3	-3
COc1ccc2[nH]c(=O)c(CN(Cc3ccc4c(c3)OCO4)C(C)=O)cc2c1	.	-6	-1	-8	3	0	5	0.4	4	3
COc1ccc(-c2cnc3c(NC(C)=O)cc(-c4ccc(C(=O)NC5CC5)cc4)cn23)cc1OC	-0.1	29	5	.	.	-36	.	i	.	.
COc1ccc(C(NC(=O)C2CCN(Cc3ccc(Oc4ccccc4)cc3)CC2)c2ccccn2)cc1 (stereo unspecified)	0.3	18	4	.	.	-17	.	i	.	.
COc1ccccc1N/C=C/c1onc(C)c1[N+](=O)[O-]	.	-1	5	4	-4	-17	5	.	15	8
CC1(C)CC(=O)C2=C(C1)N(N1CCOCC1)C(N)=C(C#N)C2c1cccnc1 (stereo unspecified)	.	-4	0	6	-24	2	-4	0.5	1	11
Cc1ccc(N(C)S(=O)(=O)c2nnc(NC(=O)c3ccco3)s2)cc1	1.8	-11	9	-14	-10	-1	-4	-4.3	3	-20
O=C(COc1ccccc1Cl)N1CCCC(N2CCN(c3ccc(F)cc3)CC2)C1 (stereo unspecified)	0.9	16	8	-2	11	7	-2	i	3	8
Cc1ccc(NC(=O)Cn2ccsc2=N)c([N+](=O)[O-])c1	0.5	-1	2	-2	0	-16	0	-0.4	-26	9
COC(=O)C1=C(c2ccc(F)cc2F)C[C@@H]2CC[C@H]1N2C(=O)NCc1ccco1	0.1	14	2	3	5	3	.	-2.4	2	.
